Source: PubChem BioAssay (Broad Institute)
EWS-Fli inh: inhibitors of EWS/Fli oncoprotein transcriptional activity; AID 651661; actives 0.67% (n = 350,000); inhibition, % at 12.6 µM; A673 NR0B1-luciferase reporter, viability-normalised;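 active = mean inhibition of at least 50% after viability correction, with every replicate also passing that limit; inconclusive = mean reaches 50% but only one of two replicates passes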;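 also: firefly luciferase signal divided by Alamar Blue viability fluorescence both relative to DMSO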
GSIS activator: GLuc luminescence reporter in INS-1E cells, primary screen for activators of glucose-dependent secretion of insulin; INS-1E GLuc reporter insulin secretion, 2-3 h; activation, % at 16.6 µM; actives 0.61% (n = 370,000); AID 743287;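 active = lowest replicate activation of at least 40%, so every replicate reaches that level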;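 also: 0% = median of neutral control wells and 100% = median of IBMX positive control wells; some compounds called inactive have numbers as strong as hits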
FN deposit inh: fibronectin deposition inhibition; AH1F fibroblasts, Alexa488-fibronectin deposition fluorescence, overnight; inhibition, % at 12.6 µM; actives 0.086% (n = 350,000);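 active = mean inhibition across replicates of 30% or more, regardless of how many single replicates reach that level; inconclusive = mean under 30% yet at least half of replicates reach 30%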;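 also: positive control wells lacked labelled fibronectin entirely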
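material = AH1F fibroblast monolayer depositing Alexa488-labelled fibronectin into matrix | amount = 10000 AH1F cells/well | buffer or medium = DMEM plus 2% serum, read in PBS | incubation = 1 h cell adhesion before compound, then overnight fibronectin incubation | detection = fluorescence at 485 nm excitation, 525 nm emission | evaluation = percent inhibition as loss of matrix-bound fibronectin fluorescence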
miR122 inh: miR-122 inhibition in Huh7 cells; AID 602342; activation (reporter increase), % at 12.5 µM; Huh7 miR-122 Renilla luciferase sensor, 48 h; neutral wells = 0, positive control = 100; actives 0.3% (n = 340,000);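 active = mean replicate activation score at least 90 and every replicate individually at or above 90; inconclusive = only one of the two criteria met; inactive = neither criterion met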;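 also: higher luciferase means less miR-122 activity so hits act as miR-122 inhibitors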
F508del corr: CFTR F508del correction in bronchial cells. CFBE cells, YFP halide quenching; stimulated with forskolin plus potentiator P3; % fluorescence drop versus neutral controls. actives 0.36% (n = 350,000). activity (quench increase), % at 7.58 µM. AID 720511;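 active = mean added fluorescence quench of at least 8% versus neutral control, with both replicates also reaching 8%; inconclusive = only one of the mean or replicate conditions met; inactive = mean below 8% and not both replicates reaching 8%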;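 also: cells transiently co-express mutant CFTR-F508del with the halide-sensitive YFP; corrector assay measuring rescue of mutant channel to the surface after 24 h compound exposure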
PAX8 reporter: lowers PAX8-driven luciferase in RMG-I cells. RMG-I TPO-luciferase reporter, SteadyGlo, 24 h. inhibition, % at 12.6 µM. actives 1.2% (n = 360,000). AID 652154;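 active = mean replicate inhibition at least 60% with every replicate also reaching 60%; inconclusive = only one of the two criteria is met; inactive = mean below 60% and not all replicates reaching 60%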;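 also: luciferase light reporting Pax8 driven TPO promoter activity; plate controls were median of neutral control wells for no effect and mitoxantrone controls for full effect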
DENV2 CPE rescue: DENV2-induced cell death inhibition. CPE inhibition, % at 9.99 µM. DENV2-infected cells, cytopathic effect rescue, plate reader. actives 1.7% (n = 350,000); in the data active = CPE inhibition above about 20%, passing the limit was not always enough; inconclusive = no clear call, values can overlap the other calls; tested in BHK-21 cells;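 also: 0% = median of neutral control wells and 100% = median of positive control wells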
Numbers without * were called inactive; ? = inconclusive; / = no result given; & = joins results of further samples; [ ] = remark or other dose. Random draw from the library, and some 3.9% of all compounds hit somewhere here.

SMILES | EWS-Fli inh | GSIS activator | FN deposit inh | miR122 inh | F508del corr | PAX8 reporter | DENV2 CPE rescue
CCCCOC(=O)c1ccc(NC(=O)COC(=O)C2CSC3(C)CCC(=O)N23)cc1 (centres undefined) | -13.7 | -31.7 | 9.2 | / | -2.0 | -48.7 | 14.2
CO[C@H]1CN(C)C(=O)c2cccc(C#N)c2OCC[C@H]2CC[C@@H](OC)[C@@H](CN(C)C(=O)[C@@H]1C)O2 | 0.2 | -3.6 | -15.5 | / | / | -2.1 | 4.7
CCCc1cc(C(=O)N/N=C/c2ccc(C)o2)c2ccccc2n1 | / | / | -3.0 | 17.0 | / | 32.3 | /
CCOc1ccc(N(CC(=O)NC2CCCCCC2)S(=O)(=O)c2ccccc2)cc1 | / | 9.3 | 4.4 | / | -0.8 | / | 4.6
COc1ccc(-c2ccc(CN3C(CC(C)C)C(=O)N(Cc4cn(CC5CCCCC5)nn4)CCS3(=O)=O)cc2)cn1 (centres undefined) | 23.0 | -9.2 | / | -0.8 | -0.3 | 34.6 | -10.5
COc1ccc(S(=O)(=O)NCCc2ccccn2)cc1 | 9.4 | -1.4 | 9.5 | 29.9 | -2.7 | 9.7 | -3.1
Cc1ccc(NC(=O)C(Nc2ccccc2)c2ccccc2)cc1 (centres undefined) | 5.8 | 9.1 | 2.6 | / | 3.4 | -9.0 | 3.4
O=C(NCCc1cccs1)Nc1ccc2nc([C@@H]3O[C@H](CO)[C@@H](O)[C@H]3O)[nH]c2c1 | 3.1 | 5.5 | -6.8 | / | -1.3 | -2.4 | 5.4
C[C@@H]1CN([C@H](C)CO)C(=O)c2ccccc2-c2ccccc2CO[C@H]1CN(C)S(=O)(=O)c1ccc(C#N)cc1 | -0.9 | -35.7 | 4.8 | / | 2.3 | / | -4.8
COc1ccc(-n2nc(C(=O)NCC(=O)N3CCN(c4ccccn4)CC3)c3ccccc3c2=O)cc1OC | -29.1 | -6.7 | 2.7 | -6.6 | -1.4 | -10.8 | 8.4
O=C(Nc1nc2ccccc2s1)C1CCCN1S(=O)(=O)c1ccc(Cl)cc1 (centres undefined) | / | / | -2.5 | -17.3 | / | 10.7 | /
CCOC(=O)c1sc(NC(=O)CC)nc1C | 1.2 | -4.8 | 2.6 | / | 2.2 | -14.9 | 4.5

Not a retest: two of the compounds above.
SMILES | EWS-Fli inh | GSIS activator | FN deposit inh | miR122 inh | F508del corr | PAX8 reporter | DENV2 CPE rescue
COc1ccc(S(=O)(=O)NCCc2ccccn2)cc1 | 9.4 | -1.4 | 9.5 | 29.9 | -2.7 | 9.7 | -3.1
Cc1ccc(NC(=O)C(Nc2ccccc2)c2ccccc2)cc1 (centres undefined) | 5.8 | 9.1 | 2.6 | / | 3.4 | -9.0 | 3.4

Later entries:
SMILES | EWS-Fli inh | GSIS activator | FN deposit inh | miR122 inh | F508del corr | PAX8 reporter | DENV2 CPE rescue
CCOC(=O)c1ccc(NC(=O)NC2CC3CCC(C2)N3C(=S)NC)cc1 (centres undefined) | -7.7 | 15.3 | -7.1 | -0.8 | 1.1 | 4.8 | /
C/C(=N\NC(=O)C(=O)Nc1cccc(Cl)c1)c1ccncc1 | -7.7 | -15.7 | -1.4 | 2.6 | 1.2 | 24.3 | -5.0
CC(=O)c1cccc(NC(=S)Nc2ccc(F)cc2)c1 | -23.8 | -9.1 | 1.2 | 6.3 | -2.1 | -8.8 | -4.0
COC(=O)Cn1nc(-c2ccccc2)n(-c2ccccc2)c1=S | / | / | -2.2 | 2.9 | / | -5.6 | /
CCN(CC(=O)NCc1cccs1)S(=O)(=O)c1ccc(F)c(F)c1F | 2.2 | -0.6 | 4.2 | 0.5 | -0.8 | -1.8 | -5.1
Cc1noc(C)c1NC(=O)N(C)C[C@@H]1Oc2ccc(NC(=O)NC(C)C)cc2C(=O)N([C@@H](C)CO)C[C@H]1C | -5.3 | 7.8 | / | 21.0[16.7 µM] | -2.9 | -12.3 | 44.8*
COc1cc(C2c3sc(=O)[nH]c3SC3C4CCC(C4)C23)ccc1O (centres undefined) | -9.6 | -6.6 | / | -11.4 | -1.2 | / | 10.8
CCN1CCN(CC(=O)c2c[nH]c3ccc(C)cc23)CC1 | / | / | -0.1 | 2.3 | / | 8.7 | /
C[C@H](CO)N1C[C@H](C)[C@H](CN(C)S(=O)(=O)c2cccs2)Oc2ccc(NS(=O)(=O)c3cn(C)cn3)cc2CC1=O | -6.1 | 20.9 | -3.6 | 8.2[16.7 µM] | 0.1 | 9.7 | -13.4
COc1ccc(Cl)cc1NC(=O)CN(C)C(=O)COc1ccccc1F | 5.5 | 0.9 | -0.8 | 3.6 | 0.3 | 12.1 | 6.2
NC(=O)C1=C[C@H](c2ccc(Br)cc2)C[C@H](OCc2ccc(CO)cc2)O1 | -66.7&-77.8 | 2.7 | -3.9 | -6.8 | 1.4&-2.8 | -45.9&-80.8 | 2.7&-2.7
O=C(C1CCCC1)N1C[C@H]2[C@@H](c3ccccc31)[C@H](CO)N2C(=O)Cc1ccccn1 | 5.0 | -12.6 | -7.5 | 0.0[16.7 µM] | 1.1 | 11.2 | -8.9
CN(CC(=O)NNC(=O)Cc1ccccc1F)S(=O)(=O)c1ccc(Cl)cc1 | 1.5 | 6.0 | 3.0 | / | 0.7 | -2.2 | -12.1
COc1ccc2c(c1)C(=O)N(c1ccccc1C)C(=O)C2(C)C | 0.5 | 11.1 | -4.7 | / | / | -6.2 | -10.8
COc1ccc(C(=O)N/N=C/c2ccc(OC)c(CN3CCc4cc(OC)c(OC)cc4C3C)c2)cc1 (centres undefined) | 8.3 | 43.4 | 9.9 | / | 0.2 | 28.1 | -2.3
C[C@@H]1CCCCO[C@@H](CN(C)Cc2ccc3c(c2)OCO3)[C@H](C)CN([C@H](C)CO)C(=O)c2cc(N(C)C)ccc2O1 | 0.8 | 7.2 | / | -6.1[16.7 µM] | -4.6 | 21.7 | ?
Cc1ccc(S(=O)(=O)N2CCC(C(=O)NNS(=O)(=O)c3ccc(Cl)cc3)CC2)cc1 | / | / | 1.6 | -5.6 | / | -3.8 | /
CCOc1ccc(NC(=O)CN(C)C(=O)c2cccnc2Sc2ccc(Cl)cc2)cc1OCC | -2.1 | -13.8 | / | 8.6 | -0.1 | 6.6 | 9.5
COc1ccc(CNS(=O)(=O)c2ccc(N3CCCC3)cc2Br)cc1 | 6.6 | 4.1 | -2.3 | / | 3.0 | -7.9 | -2.8
COc1ccc(OC)c(NC(=O)NCCc2cccc(Cl)c2)c1 | 5.4 | -5.5 | 6.8 | / | -2.0 | 25.5 | -7.2
Cc1cc(NC(=O)COC(=O)c2cccc(O)c2)no1 | -7.3 | 1.5 | / | / | 0.9 | -2.6 | -4.3
O=C(O)Cc1cn(Cc2cccc(Cl)c2)c2ccccc12 | -4.4 | 5.1 | 9.7 | / | -1.0 | 1.4 | 8.1
O=C1NC(Cc2ccccc2)c2nc3cc(F)c(F)cc3c(=O)n2-c2cc3ccccc3cc21 (centres undefined) | 8.7 | -11.2 | 0.4 | -0.7 | -0.9 | 44.5 | 2.6
COc1cc(C(=O)Nc2ccc3c(c2)N(C(=O)CN2CCN(C)CC2)c2ccccc2CC3)cc(OC)c1OC | 6.1 | 11.0 | -9.8 | / | 1.9 | -8.7 | -6.6
Cc1ccccc1C(=O)NC1CCN(CC(=O)Nc2nccs2)CC1 | / | 6.9 | -1.7 | -1.9 | / | / | /
CC1CCN(S(=O)(=O)c2ccc3c(c2)N(CC(=O)NCc2cccnc2)C(=O)CS3)CC1 | 6.5 | -8.7 | 5.2 | / | -0.7 | -8.8 | -3.8
C[C@H]1CN([C@@H](C)CO)S(=O)(=O)c2ccc(-c3cncnc3)cc2O[C@H]1CN(C)C(=O)C1CCCCC1 | -14.0 | 10.7 | 0.2 | / | -0.1 | -2.9 | 5.6
COCCOC(=O)c1nccnc1C(=O)Nc1ccc(S(=O)(=O)N2CCOCC2)cc1 | -2.8 | 1.8 | -4.9 | -5.5 | -2.4 | 5.2 | 11.1
COc1ccc(C)cc1NC(=O)NC(C)c1ccncc1 (centres undefined) | 1.2 | 0.9 | -12.4 | / | -1.4 | -2.3 | 4.1
COc1ccccc1CCNS(=O)(=O)CCNC(=O)c1ccccc1 | 3.2 | -10.4 | 0.3 | 6.2 | -0.8 | 6.7 | 4.0
Cc1ccc(NC(=S)N(CCCN2CCCC2)Cc2cccn2Cc2ccc(Cl)cc2)cc1Cl | 0.2 | -3.6 | 0.6 | -1.1 | -7.3 | -21.4 | 2.2
C[C@@H]1CCCCO[C@H](CN(C)S(=O)(=O)c2cccs2)[C@@H](C)CN([C@@H](C)CO)C(=O)c2cc(NC(=O)NC3CCCCC3)ccc2O1 | 6.5 | -13.2 | / | 60.2[16.7 µM] | 0.3 | 17.4 | ?
CCCNC(=O)[C@H]1[C@H](CO)[C@H]2Cn3c(ccc(-c4ccccc4OC)c3=O)[C@@H]1N2C(=O)NCCC | 18.8 | 16.2 | / | 2.7[16.7 µM] | -2.3 | / | 5.0
Cc1ccc(S(=O)(=O)N[C@H]2CC[C@H](CCNC(=O)C3CCOCC3)O[C@@H]2CO)cc1 | -0.1 | -3.4 | -1.1 | / | 2.0 | -4.7 | 25.2*
CO[C@@H]1CN(C)C(=O)c2cc(NS(=O)(=O)c3ccccc3)ccc2OC[C@@H](C)N(Cc2ccccn2)C[C@@H]1C | -1.0 | 0.1 | 4.0 | -7.7[16.7 µM] | 4.1 | / | -6.8
COc1ccccc1CNC(=O)N1CCN(c2ccccc2Cl)CC1 | -1.4 | -10.9 | 13.5 | -4.7 | 1.6 | -15.0 | -3.6
COCCn1c(Cc2cccn2C)nnc1SCC(=O)NCc1ccc2c(c1)OCO2 | 5.4 | -6.1 | -0.9 | / | 2.1 | 6.6 | 2.5
O=C(CSc1nnc(-c2ccccc2F)n1C1CC1)Nc1ccc2[nH]c(=O)[nH]c2c1 | 2.8 | 7.9 | 5.6 | / | 0.0 | 8.4 | -0.8
CC(C)NC(=O)Nc1ccc2c(c1)C(=O)N([C@@H](C)CO)C[C@@H](C)[C@H](CN(C)C(=O)NC(C)C)O2 | -9.9 | 6.0 | / | 3.3[16.7 µM] | -0.5 | 1.4 | /
COc1cccc2sc(N(CCCN(C)C)C(=O)CCS(=O)(=O)c3ccccc3)nc12 | / | 23.1 | 2.9 | -6.4 | 5.1 | 97.8* | 1.0
CS(=O)(=O)c1ccc2nc(NC(=O)Nc3ccc(Cl)c(Cl)c3)sc2c1 | / | 260.3* | -3.5 | / | / | -10.7 | /
C=CCn1c(SCC(=O)c2ccc(Cl)cc2)nnc1-c1ccc2c(c1)OCO2 | 1.8 | -20.9 | -24.0 | / | / | -12.0 | 5.5
O=C(Nc1ccccc1-c1nc2ccccc2[nH]1)c1ccc(N2C(=O)CCC2=O)cc1 | -1.1 | -6.8 | 0.8 | / | -2.9 | 2.1 | 2.4
CC(C)C[C@@H]1NC(=O)N(CCCn2ccnc2)C1=O | -0.5 | -4.1 | 7.8 | -11.4 | -0.3 | -5.2 | 0.1
COc1ccccc1CNC(=O)C[C@H]1C[C@@H]2c3cc(NC(=O)NC4CCCC4)ccc3O[C@@H]2[C@@H](CO)O1 | -4.1 | -3.9 | -11.4 | 1.7[16.7 µM] | 0.5 | -21.0 | -2.5
CC(C)(C)OC(=O)CN1C(=O)C(Sc2n[nH]c(-c3ccccc3)n2)CCc2ccccc21 (centres undefined) | 7.4 | -35.7 | / | / | -1.4 | / | 6.0
Cc1ccc(NC(=O)CSCC(=O)N(C)CC(=O)Nc2cccc(F)c2)cc1 | -0.7 | -14.0 | 5.5 | / | -3.1 | -0.3 | ?
